Assay outcomes as filed in PubChem BioAssay.
E-selectin induc: E-selectin induction on HUVECs; activation, % at 7.58 µM; HUVEC E-selectin immunofluorescence imaging; normalized: neutral wells 0, TNF-alpha wells 100; P16581; AID 686992; 260,000 tested, 0.37% active;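 active = mean E-selectin-positive cell signal at least 10% of the positive control, reached in at least 60% of replicates, without over 20% cell loss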;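 note: in these data hits start at about 27%; measured in HUVEC primary endothelial cells; signal is the percent of cells scored E-selectin positive by PE staining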
Target sequence (P16581 whole entry, looked up): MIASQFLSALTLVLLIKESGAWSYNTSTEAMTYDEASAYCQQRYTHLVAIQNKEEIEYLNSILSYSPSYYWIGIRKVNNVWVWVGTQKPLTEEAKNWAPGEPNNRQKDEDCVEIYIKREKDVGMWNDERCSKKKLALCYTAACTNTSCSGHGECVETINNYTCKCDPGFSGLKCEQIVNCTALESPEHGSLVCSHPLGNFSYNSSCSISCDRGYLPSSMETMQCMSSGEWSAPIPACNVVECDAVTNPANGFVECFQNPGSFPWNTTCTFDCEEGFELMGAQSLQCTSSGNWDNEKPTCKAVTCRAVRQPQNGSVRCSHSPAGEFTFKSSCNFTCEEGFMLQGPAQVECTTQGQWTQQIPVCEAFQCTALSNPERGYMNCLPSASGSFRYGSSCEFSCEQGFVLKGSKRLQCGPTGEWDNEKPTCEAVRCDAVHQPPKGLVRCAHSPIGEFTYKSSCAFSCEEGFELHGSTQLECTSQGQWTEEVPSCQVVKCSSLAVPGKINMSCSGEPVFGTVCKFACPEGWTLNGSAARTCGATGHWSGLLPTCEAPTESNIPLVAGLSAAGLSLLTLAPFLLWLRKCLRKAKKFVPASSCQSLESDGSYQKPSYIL
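Read-out basis: % PE-positive cells; Test system: HUVEC primary endothelial cells; Technique: immunofluorescence imaging; Dosing: single-point compound dose.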
ARNT TACC3 PPI: disrupts binding between human ARNT and TACC3; Q9Y6A5; AlphaScreen His-ARNT PAS-B/GST-TACC3 binding, luminescence; TACC3 fragment carries E629A point mutation; inhibition, % at 9.99 µM; 390,000 tested, 0.66% active;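 active = mean inhibition of replicates at least 50% and at least half of replicates each reaching 50%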;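 note: 0% = complete ARNT plus TACC3 wells and 100% = ARNT alone without TACC3; many hits fall short of the cut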
An asterisk follows results filed as active.

Each structure is followed by: E-selectin induc | ARNT TACC3 PPI
O=C(CCSCCC(=O)NCC1CCCO1)NCC1CCCO1 (centres undefined)
    -3.1 | -10
Cc1ccc(NC(=O)c2ccc(S(=O)(=O)C(F)F)cc2)c(C)c1
    0.5 | -5
Cc1cccc(C)c1-n1c(SCC(=O)N2CC(=O)Nc3ccccc32)nc2ccccc2c1=O
    0.0 | 1
COc1ccc(C(=O)Nc2ccc(N3CCCCC3)cc2)cc1Br
    -0.6 | -2
O=C(NCc1cccnc1)Nc1ccc(F)cc1F
    -0.4 | 0
Cc1csc(NC(=O)CSc2ccc3nnc(CCNS(=O)(=O)c4ccccc4)n3n2)n1
    -0.2 | -3
COCCNC(=O)COc1ccc(Nc2ccccc2)cc1
    -0.1 | 5
CCN(CC)C(=O)c1cc(C(C)(C)C)c(O)c(C(C)(C)C)c1
    3.8 | 1
CSc1cnn(Cc2ccccc2)c(=O)c1SCc1ccccc1
    0.0 | -17
Cc1ccc(OCCOCCOc2cccc3cccnc23)c(Br)c1
    -0.2 | -10
COc1ccc(C2(C)NC(=O)N(Cc3cc(Cl)cc4c3OCOC4)C2=O)cc1OC (centres undefined)
    0.0 | -1
CC(C)CNC(=O)c1cccc(NC(=O)CSc2ccc(Cl)cc2)c1
    -0.1 | -5
CCc1ccc(C(=O)NC(CCSC)C(=O)O)cc1 (centres undefined)
    -0.3 | -2
Cc1ccc(C(C(=O)NC2CCCCC2)N(C(=O)Cc2c[nH]c3ccccc23)c2ccccc2C)o1 (centres undefined)
    -0.5 | -8
CCC(=O)c1ccc(-c2ccccc2)cc1
    0.8 | -5
O=C(O)c1cc(-c2cccc(Cl)c2)nc2nc(N3CCCCC3)sc12
    0.2 | -32
O=c1[nH]c(SCc2nc3ccccc3c(=O)n2-c2ccccc2)nc2ccccc12
    1.0 | -5
O=C(c1cc(N2C(=O)C3C4CCC(C4)C3C2=O)ccc1Cl)N1CCN(c2ccccc2)CC1 (centres undefined)
    -1.2 | -4
CS(=O)(=O)Nc1cccc(C2=NN(S(=O)(=O)c3ccc(F)cc3)C(c3cccs3)C2)c1 (centres undefined)
    0.8 | -2
CCc1cccc(C)c1NC(=S)NCc1ccccc1
    -0.2 | 8
COc1ccc(-c2nc(N3CCOCC3)nc3n[nH]c(N)c23)cc1
    1.5 | 7
CCN(NC(=O)C(O)(c1ccc(F)cc1)c1ccc(F)cc1)C(=O)c1ccccc1
    -0.5 | -7
O=C(Cc1cccc(C(F)(F)F)c1)NCc1ccc(Cl)cc1
    -1.4 | -3
Cc1ccc(SCC(=O)Nc2ccc3c(c2)OCCO3)cc1
    -0.5 | -7
COc1ccc(/C=N\NC(=O)c2nn(C)cc2Cl)cc1CN1CCOCC1
    10 | -1
COc1ccc(NC(=O)CSc2ncnc3c2sc2ccccc23)c(OC)c1
    -1.8 | -7
COc1ccc2nc(C)cc(SCC(=O)NNC(=O)COc3cccc4ccccc34)c2c1
    1.3 | -4
CN1C2CCC1/C(=C\c1ccc(F)cc1)C(=O)/C2=C/c1ccc(F)cc1
    -0.9 | 6
N#CC1=C(N)NC(SCc2ccccc2)=C(C#N)C12CCCC2
    0.2 | 0
COc1ccc(C/C(N)=N/OC(=O)COc2ccccc2C)cc1
    -0.1 | -32

At a glance, part of the list above:
Each structure is followed by: E-selectin induc | ARNT TACC3 PPI
O=C(CCSCCC(=O)NCC1CCCO1)NCC1CCCO1 (centres undefined)
    -3.1 | -10
Cc1ccc(NC(=O)c2ccc(S(=O)(=O)C(F)F)cc2)c(C)c1
    0.5 | -5
Cc1cccc(C)c1-n1c(SCC(=O)N2CC(=O)Nc3ccccc32)nc2ccccc2c1=O
    0.0 | 1

(cont.)
Each structure is followed by: E-selectin induc | ARNT TACC3 PPI
CCN(CCO)Cc1csc2ccc(Cl)cc12
    0.0 | 0
CCn1c(-c2c(Cl)c(C)nn2C)n[nH]c1=S
    -0.1 | -3
CC(=O)Nc1ccc(S(=O)(=O)NCC(=O)OCC(=O)N2CCCc3ccccc32)cc1
    0.7 | -29
CCOC(=O)Nc1nnc(/C=C/c2ccc(OC)cc2)s1
    0.0 | -16
CCOC(=O)c1c(/N=C/c2cc(C)ccc2O)sc2c1CCC2
    -0.8 | -4
Cc1cccc(NC(=O)c2ccc(C(=O)Nc3cccc(C)c3)nc2)c1
    0.4 | -6
CC(=O)Nc1ccc(S(=O)(=O)N(C)CC(=O)OCC(=O)NC(C)C23CC4CC(CC(C4)C2)C3)cc1 (centres undefined)
    -0.1 | 0
O=C(COC(=O)Cc1ccc(Cl)cc1Cl)Nc1ccc(OC(F)F)cc1
    -0.4 | -13
CCn1cc(/C=N/NC(=O)c2ccc3c(c2)OCO3)cn1
    0.0 | 3
O=C1NC(=O)C(CC(=O)N(Cc2cccs2)C2(C(=O)NC3CCCCC3)CCCCC2)N1 (centres undefined)
    -1.2 | 0

An excerpt from above in order of length of the SMILES, high to low.
Each structure is followed by: E-selectin induc | ARNT TACC3 PPI
CC(=O)Nc1ccc(S(=O)(=O)N(C)CC(=O)OCC(=O)NC(C)C23CC4CC(CC(C4)C2)C3)cc1 (centres undefined)
    -0.1 | 0
O=C1NC(=O)C(CC(=O)N(Cc2cccs2)C2(C(=O)NC3CCCCC3)CCCCC2)N1 (centres undefined)
    -1.2 | 0
CC(=O)Nc1ccc(S(=O)(=O)NCC(=O)OCC(=O)N2CCCc3ccccc32)cc1
    0.7 | -29
Cc1cccc(NC(=O)c2ccc(C(=O)Nc3cccc(C)c3)nc2)c1
    0.4 | -6
CCOC(=O)c1c(/N=C/c2cc(C)ccc2O)sc2c1CCC2
    -0.8 | -4
CCN(CCO)Cc1csc2ccc(Cl)cc12
    0.0 | 0

Other entries
Each structure is followed by: E-selectin induc | ARNT TACC3 PPI
CCCCn1c(SCC(=O)Nc2cccc(OC)c2)nc2ccc(N3CCOCC3)cc2c1=O
    -1.3 | 3
C/C(Cn1nnc2ccccc21)=N\NC(=O)c1cccc(Br)c1
    0.5 | -5
CCCCCOC(=O)Cn1c(=O)oc2ccc(C)cc21
    15 | -24
CCOC(=O)c1ccc(NC(=S)NCC(O)c2ccccc2)cc1 (centres undefined)
    -0.1 | 6
C=CCNC(=S)NNC(=O)c1ccc(Br)cc1
    0.0 | -11
CC1=NN(c2ccccc2)C(=O)/C1=C\C=C1\N(C)c2ccccc2C1(C)C
    0.0 | 13
CN(C)/C=C(\C(=O)c1ccc(F)cc1F)c1nnnn1-c1ccccc1
    -0.2 | 2
C/C(Cn1cnc([N+](=O)[O-])n1)=N\NC(=O)c1cccnc1
    -0.2 | -2
CCNC(=O)COc1cccc(C(=O)NCc2ccccc2)c1
    -0.2 | 0
O=C(/C=C/c1ccccc1)Nc1cc(S(=O)(=O)N2CCOCC2)ccc1N1CCCC1
    -0.3 | 1
N#Cc1cc(NCC2CCCO2)c([N+](=O)[O-])cc1C#N (centres undefined)
    0.0 | 0
O=C(Cc1ccccc1)Nc1nnc(-c2cccc([N+](=O)[O-])c2)s1
    0.1 | -5
O=C(NCCO)/C(=C\c1cccs1)NC(=O)c1cccs1
    -0.7 | -9
N#C/C(=C/c1ccc(-c2ccc(S(N)(=O)=O)cc2)o1)c1nc2ccccc2s1
    4.6 | 5
CCC(C)c1ccccc1NC(=O)Cc1coc2cc3c(cc12)CCC3 (centres undefined)
    -0.8 | -20
Cc1ccc(NC(=O)COC(=O)C(NS(=O)(=O)c2ccc(Cl)cc2)C(C)O)c(Br)c1 (centres undefined)
    -0.4 | 13
Cc1cccc(C)c1-n1c(C)cc(/C=N\NC(=O)CC(=O)NC2CCCCC2)c1C
    0.5 | 12
CC(C)(C)SCCNC(=O)/C=C/c1cccc([N+](=O)[O-])c1
    -0.1 | -4
COC(=O)c1ccc(NC(CC(C)C)C(=O)OC)c([N+](=O)[O-])c1 (centres undefined)
    0.5 | 9
O=C(NNS(=O)(=O)c1ccccc1)c1cc2cc3ccccc3nc2s1
    0.4 | 11
CSc1nc(-c2ccccc2)cc(C(F)(F)F)c1C#N
    -0.5 | -7
COc1ccc2cc(C(=O)Nc3ccc(Cl)cc3)sc(=O)c2c1OC
    1.6 | -4
c1ccc2[nH]c(SCc3cn4cccnc4n3)nc2c1
    0.5 | -1
O=C(N/N=C/c1cccc([N+](=O)[O-])c1)C1CC(=O)N(c2ccc(F)cc2)C1 (centres undefined)
    -0.6 | -17
O=C(NC1CCN(C(=O)Nc2cccc(F)c2)CC1)C1CCCCC1
    -0.8 | -4
CCCCNC(=O)CNC(=S)N(Cc1ccccc1)Cc1cccnc1
    2.0 | -4
Cc1ccnc(SCc2cc(=O)c(OC(=O)c3ccc(Br)o3)co2)n1
    -1.8 | 0
COc1ccccc1NC(=O)N(Cc1cccs1)Cc1cc2cc3c(cc2[nH]c1=O)OCO3
    0.7 | -13
Cc1ccc(NC(=O)COC(=O)CNC(=O)c2cccc([N+](=O)[O-])c2)cc1S(=O)(=O)N1CCCCCC1
    1.7 | -2
NNC(=O)c1cccc(COc2ccc3c(c2)CCC3)c1
    1.4 | -5
Fc1ccc(CNC(=S)Nc2ccccc2Cl)cc1
    -0.2 | -2
O=C(CN(c1ccccc1)S(=O)(=O)c1ccccc1)N/N=C/c1ccco1
    -0.4 | 7
Cc1ccc(/C=N/NC(=O)c2ccc(Br)o2)s1
    -0.2 | 0
C[n+]1ccccc1C1CCCC/C1=N\Nc1ccc([N+](=O)[O-])cc1[N+](=O)[O-] (centres undefined)
    -0.2 | 1
CC1=C(C)/C(=N\OS(=O)(=O)c2ccc(C)cc2)C=CC1=O
    -0.5 | -6
COc1ccccc1C1/C(=C(/O)c2ccc(C)cc2)C(=O)C(=O)N1CCN1CCOCC1 (centres undefined)
    0.4 | -2
CCOc1ncccc1C(=O)NCc1ccc(OC)c(OC)c1
    1.4 | -5
Cc1nn(C(=O)c2ccco2)c(C)c1Sc1ccc(Cl)cc1
    -3.0 | -6
CCSc1nc2ccccc2n1C(=O)c1ccc(S(=O)(=O)N2CCCCCC2)cc1
    1.3 | -3
Cc1cccc(C(=O)N/N=C/c2ccccn2)c1
    19 | 54*
Cc1nn(C)c(C)c1NC(=O)C12CC3CC(CC(C3)C1)C2
    0.1 | -1
Cc1ccccc1CS(=O)(=O)c1snnc1C
    -2.4 | -1
Cc1c(NC(=O)c2nn3c(C(F)(F)F)cc(-c4ccccc4)nc3c2Cl)c(=O)n(-c2ccccc2)n1C
    0.0 | 1
COc1ccc(CNC(=O)Cn2cc(C(F)(F)F)ccc2=O)cc1
    -0.1 | -2
CCN(C(=O)c1ccccc1)c1ccc([N+](=O)[O-])cc1
    -0.2 | -5
CCOC(=O)CSC1=N/C(=C\c2cccnc2)C(=O)N1c1ccc(OC)cc1
    -0.4 | -4
O=C1c2cc3ccccc3c(-c3ccccc3)c2C(=O)N1c1ccccn1
    0.4 | -9
CCCCNC(=O)CSc1nc2cc3c(cc2c(=O)n1CCCN(CC)CC)OCO3
    -1.4 | 2
CCN1CN(Cc2ccco2)CNC1=S
    0.6 | -12
COc1cc([N+](=O)[O-])ccc1NC(=O)Cc1ccc(F)cc1
    -0.1 | 2

Remaining list, next part:
Each structure is followed by: E-selectin induc | ARNT TACC3 PPI
CC(C)NC(=S)NC1(C)CCS(=O)(=O)C1 (centres undefined)
    0.3 | 8
CN(C)CCNC(=O)c1ccc(-c2nn(C)c(=O)c3ccccc23)cc1
    -0.6 | 27
CCN(CC)CCCNC(=O)/C(=C\c1cccn1C)NC(=O)c1cccs1
    1.2 | -1
O=C(CSCC(=O)Nc1cccc([N+](=O)[O-])c1)Nc1ccccc1
    -0.1 | 4
Clc1ccc(OCc2nnc3n2N=C(c2ccc4c(c2)OCCO4)CS3)c(Cl)c1
    -2.2 | -1
Cc1ccc(C)c(NC(=S)Nc2ccc(S(=O)(=O)Nc3ncccn3)cc2)c1
    -0.8 | -34
CCN(c1ccccc1)S(=O)(=O)c1ccc(Cl)c(NC(=O)COC(=O)c2ccc(Cl)c(N)c2)c1
    -0.9 | -1
COc1ccc(CNC(=O)CCCn2nc(C)c([N+](=O)[O-])c2C)cc1
    -0.9 | 2
O=C1OCCC1Sc1nnc(-c2ccc(Cl)cc2)n1Cc1ccccc1 (centres undefined)
    -1.2 | -4
Cc1ccc(CNC(=O)c2cn(C)c(=O)c3c2c2ccccc2n3C)o1
    -2.1 | -3
O=C(/C(=C(\[O-])c1ccccc1)[n+]1ccc2ccccc2c1)c1ccccc1
    6.1 | 50*
C=CCc1cccc(/C=N/NC(=O)CCC(=O)Nc2ccc(F)cc2)c1O
    -0.3 | 4
Cc1cc(Cl)ccc1OCC(=O)N/N=C1\CC2C=CCC12 (centres undefined)
    0.5 | -1
COc1cc(NC(=O)COC(=O)/C=C/c2ccccc2Cl)cc(OC)c1
    0.0 | 0
CC(=O)c1cccc(NS(=O)(=O)c2ccc(N/C=C/C(=O)c3ccc(F)cc3)cc2)c1
    0.0 | -5
O=C(NCCCN1CCOCC1)c1ccc(Sc2ccccc2Cl)c([N+](=O)[O-])c1
    1.4 | 3
CCOc1cccc(-c2csc(C3COc4ccccc4O3)n2)c1 (centres undefined)
    -0.4 | -3
CCC(C)n1c(SCC(=O)NCCc2ccc(S(N)(=O)=O)cc2)nc2ccsc2c1=O (centres undefined)
    1.9 | -6
O=C(COC(=O)C1CCN(/C=C/C(=O)C(F)(F)F)CC1)Nc1cccc(F)c1
    -0.4 | -4
CCN1CCN(c2ncc(C(=O)Nc3cc(Cl)c(OC)cc3OC)c3ccccc23)CC1
    0.0 | -6
CN1CCN(CC(=O)Nc2nnc(-c3cccs3)s2)CC1
    0.7 | 0
O=C(Nc1ccccc1F)c1ccccc1-c1ccc(C(F)(F)F)cc1
    -0.7 | -4
Cc1ccc(CNC(=O)c2cnccn2)cc1
    -0.3 | -6

An excerpt, so the mix of outcomes need not match the whole.
